Bioassay records as filed in PubChem BioAssay.
mABHD4 FP: inhibits mouse alpha/beta hydrolase domain 4 | inhibition, % at 8.92 µM | 370,000 tested, 0.54% active | Q8VD66 | purified mABHD4, FP-Rh probe fluorescence polarization;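 active means inhibition exceeding the mean over every tested compound plus 3 SD, cut at about 30% in these data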;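 further: 0% = plate median of compound wells and 100% = S159A mutant with DMSO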
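Assay system: wild-type mouse ABHD4 protein; compound: single nominal dose of 8.92 µM, 0.89% DMSO final; schedule: 45 min + 60 min at 25 °C; measured by: FP readout, ex 525 nm / em 598 nm; evaluation: % inhibition of FP-Rh probe binding versus controls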
PRMT1 FP inh: inhibitors of human PRMT1 | Q99873 | recombinant PRMT1, activity-based probe fluorescence polarization | 370,000 tested, 1.3% active | inhibition, % at 2.79 µM;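 active means inhibition above about 21% made by adding two undisclosed values, limit read from the data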
rCAG binder: binds r(CAG) RNA repeats; r(CAG) RNA repeat, TO-PRO-1 dye displacement fluorescence; inhibition, % at 3 µM; 370,000 tested, 1.3% active;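 active means inhibition above the plate cutoff, the mean of all test compounds on that plate plus 3 SD, cut at about 35% in these data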;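 further: 0% = DMSO alone and 100% = 100 µM mitoxantrone as full dye displacement; higher means more dye released from RNA so lower well fluorescence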
PG9 binder: binds the HIV-1 gp120 antibody PG9; TR-FRET gp120-PG9 antibody binding; inhibition, % at 6.7 µM; 360,000 tested, 0.43% active; AID 624416; in the data active means inhibition above about 8.5%
HTRA1 inhibitor: blocks human HTRA1 serine peptidase; recombinant HTRA1, FP-rhodamine activity-based probe, fluorescence polarization; inhibition, % at 5.96 µM; 340,000 tested, 0.5% active; AID 504803; in the data active means inhibition above about 36%;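 further: 0% = enzyme with DMSO and 100% = wells lacking enzyme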
UHRF1 MBD2 ctr: UHRF1 methyl-DNA binding inhibition | 370,000 tested, 0.75% active | UHRF1 binding to methylated oligo, TR-FRET | inhibition, % at 4.4 µM | Q96T88; in the data active means inhibition above about 21%;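 further: UHRF1 SRA domain binding a hemimethylated CpG hairpin DNA probe; 0% = median of test compound wells and 100% = reference inhibitor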
Target sequence (Q96T88 whole entry, looked up, the tested form may be a part): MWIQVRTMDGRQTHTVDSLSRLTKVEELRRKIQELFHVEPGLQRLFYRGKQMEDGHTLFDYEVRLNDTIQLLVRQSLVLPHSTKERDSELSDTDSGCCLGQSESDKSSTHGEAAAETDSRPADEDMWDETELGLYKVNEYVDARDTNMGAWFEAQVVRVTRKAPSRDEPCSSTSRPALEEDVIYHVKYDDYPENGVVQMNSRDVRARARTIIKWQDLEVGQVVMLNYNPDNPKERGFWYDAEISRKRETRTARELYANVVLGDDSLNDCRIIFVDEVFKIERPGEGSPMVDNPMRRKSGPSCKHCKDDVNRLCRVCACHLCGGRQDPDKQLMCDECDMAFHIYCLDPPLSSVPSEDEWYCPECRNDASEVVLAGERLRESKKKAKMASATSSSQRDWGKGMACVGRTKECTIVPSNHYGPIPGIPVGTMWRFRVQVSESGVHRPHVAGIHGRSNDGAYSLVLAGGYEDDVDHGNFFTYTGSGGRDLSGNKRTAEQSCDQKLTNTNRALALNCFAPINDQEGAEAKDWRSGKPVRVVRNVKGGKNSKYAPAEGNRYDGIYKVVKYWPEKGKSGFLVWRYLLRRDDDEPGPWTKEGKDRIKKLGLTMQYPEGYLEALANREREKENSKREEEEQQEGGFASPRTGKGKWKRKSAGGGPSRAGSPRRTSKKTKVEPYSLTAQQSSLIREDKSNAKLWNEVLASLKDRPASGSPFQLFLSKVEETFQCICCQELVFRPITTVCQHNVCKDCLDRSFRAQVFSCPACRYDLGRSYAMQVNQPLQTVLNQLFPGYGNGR
TCR-CD3 inh: blocks the human TCR-CD3 interaction; inhibition, % at 9.4 µM; 360,000 tested, 0.37% active; TAMRA-labeled TCR probe fluorescence, biochemical; in the data active means inhibition above about 19%;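 further: recombinant mutant TCR 2C K166C tagged with TAMRA read by polarization; 0% = receptor in buffer alone and 100% = receptor with positive control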
MBD2 inh: blocks human MBD2 binding to methylated DNA. Q9UBB5. TR-FRET, MBD2 binding to methylated oligonucleotide. inhibition, % at 4.4 µM. 370,000 tested, 0.31% active. AID 686964; in the data active means inhibition above about 13%
LEDGF integ inh: blocks HIV-1 LEDGF/p75-dependent DNA integration; TR-FRET IN-LEDGF/p75 DNA integration, Eu/Cy5; inhibition, % at 3.7 µM; 370,000 tested, 0.64% active; AID 743269;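 active means inhibition above the screen-wide mean plus 3 SD, cut at about 13% in these data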;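 further: signal is the Cy5 over europium emission ratio at 671 and 618 nm; 0% = plate median of compound wells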
Rev-erbA mod: Rev-erb alpha (human) modulation | activity, % at 10 µM | 370,000 tested, 0.79% active | Rev-erbα–FITC-DNA binding, fluorescence polarization, 90 min | P20393;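 active means activity above about 14%, limit read from the data; passing the limit was not always enough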;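 further: 0% = DMSO wells with 35 nM protein and 100% = DMSO wells with 750 nM protein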
An asterisk follows results filed as active; . = not tested or not shown. Not all compounds are listed. The share of hits here may be higher or lower than overall.

compound,LEDGF integ inh,MBD2 inh,Rev-erbA mod,mABHD4 FP,UHRF1 MBD2 ctr,HTRA1 inhibitor,TCR-CD3 inh,rCAG binder,PRMT1 FP inh,PG9 binder
CC(=O)C1=C(O)C(=O)N(Cc2cccnc2)C1c1ccc(O)cc1 (stereo unspecified),-1,-2,0,0,-7,1,-5,-3,-3,-2.7
CCC(C(=O)OCC(=O)N1C(C)CCCC1C)c1ccccc1 (stereo unspecified),5,-4,8,-7,2,-1,-7,-10,-2,-0.6
Cc1ccc(S(=O)(=O)NCCC(=O)NCCc2ccccc2)cc1,0,-4,-2,-4,1,-4,1,-3,-1,-1.7
Cn1c(=O)c2c(nc(CN3CCN(CCO)CC3)n2CCc2ccccc2)n(C)c1=O,-3,2,-1,1,1,0,-3,1,3,1.5
CCOc1ccc(CCNC(=O)Cn2c(=O)c3cccn3c3cccnc32)cc1,2,-5,-4,-6,-2,-9,12,3,0,4.6
Cc1cccc(-n2nc(C)cc2N)c1,-4,5,2,1,14,-6,-3,-2,2,0.1
COc1cccc(O[C@@H]2O[C@@H]3COC(C)(C)O[C@H]3[C@H](O)[C@H]2NC(C)=O)c1,2,3,4,-3,2,0,2,3,1,-1.2
C/C(=N\N1CCN(C)CC1)c1ccc(OC(F)F)cc1,-4,-6,0,-2,1,2,-5,-1,4,-1.8
CC(C)OCCCNC(=O)C(=O)NCCCOC(C)C,-1,10,-1,-18,8,7,-4,-2,7,0.2
O=C(NCc1ccc(Cl)cc1)c1cnn2ccccc12,-2,5,6,-19,1,-11,-8,-1,7,-0.7
Fc1ccc(Nc2cccc3nccnc23)cc1,3,2,12,8,-1,-1,5,0,3,-1.8
O=C(O)COc1ccccc1/C=N/NC(=O)Cc1ccccc1,-5,6,-2,-2,-6,-2,3,-3,-1,0.0
CC(=O)Nc1ccc(-c2ccnc3c2CC(C(=O)NCc2ccccc2)O3)cc1 (stereo unspecified),1,0,-2,3,-1,.,5,1,-1,0.8
Cc1ccccc1-c1nnc(-c2ccccc2)o1,0,-3,-7,1,-2,-6,7,0,1,-0.8
CCOC(=O)C1=C(C)N=c2s/c(=C\c3cccc(OCC(=O)O)c3)c(=O)n2C1c1ccccc1 (stereo unspecified),-1,2,-4,-9,-2,-5,6,76*,32*,0.8
O=C(COC(=O)CNC(=O)c1ccc(Br)cc1)NCCC1=CCCCC1,-1,-6,.,-5,2,-5,4,-2,1,0.9
CCc1ccc(OCC(=O)NNC(=O)CNC(=O)c2ccc(Br)o2)cc1,-3,4,5,8,-1,1,-5,-1,5,-0.6
CCc1ccc(/C=N/NC(=O)C(=O)NCCCN2CCOCC2)cc1,0,-2,4,-1,0,1,-3,-5,-4,-0.7
CCn1nc(NS(=O)(=O)c2ccccc2)c2cc3cccc(C)c3nc21,0,-2,6,4,3,-7,2,41*,-4,-0.8
O=C(Nc1cccc(C(=O)O)c1)/C(=C/c1cccc([N+](=O)[O-])c1)NC(=O)c1cccc(Br)c1,-2,-1,1,4,-1,-2,6,47*,0,0.2
COc1ccc2[nH]cc(C(=O)CN3CCC(C)CC3)c2c1,2,8,-4,-8,1,-9,-2,9,-2,2.0
C[C@@H]1COC(=O)[C@H](CC(=O)OC(C)(C)C)C/C=C\C[C@@H](CC(=O)N(CCO)Cc2ccccc2)C(=O)N1,1,-1,2,12,4,0,7,-10,2,1.5
CC1CCN(C(=O)C(C)NCc2ccc(F)cc2)CC1 (stereo unspecified),3,-2,-4,10,1,4,-6,-1,2,-0.4
CCCCCCCC(=O)NC1=NC(=O)C(C)(C)S1,-2,-3,5,7,0,0,6,-1,-8,-1.7
COc1cc(/C=N/NC(=O)c2ccncc2)ccc1OCc1cnc(Cl)s1,6,0,-1,1,-4,-21,1,-3,-1,0.8
CCN(Cc1ccccc1)S(=O)(=O)c1ccc(C(=O)Nc2nnc(C)o2)cc1,-4,0,-1,-3,0,-1,-5,19,1,-0.8
O=c1cc(N2CCN(c3ccccc3)CC2)[nH]c(=O)n1Cc1ccc(F)cc1,2,1,-1,-7,-1,-4,1,8,-2,-1.3
Cn1c(=O)c2c(ncn2CC(=O)OCC(=O)NCc2ccc(Cl)cc2)n(C)c1=O,1,5,0,4,0,-4,0,-6,2,1.6
COc1ccc(CNC(=O)C/C(C)=N/NC(=O)c2ccc([N+](=O)[O-])cc2Cl)cc1,2,2,-3,3,0,-2,2,8,-2,-1.7
C[C@H](NC(=O)c1nc[nH]c1C(=O)NCC(=O)OC(C)(C)C)c1ccccc1,0,3,-7,-1,-1,-5,4,-12,1,1.6
O=C(CSc1ccccn1)NC1CCCc2c1cnn2-c1ccccc1F (stereo unspecified),-1,1,-9,-4,-1,-2,6,1,2,0.5
Cc1cc(=O)oc(C)c1C(=O)NCc1ccccc1,0,-1,4,-2,1,-3,6,5,2,-0.6
Cc1c(N(C)C(=O)c2ccccc2F)c(=O)n(-c2ccccc2)n1C,-4,0,2,5,0,1,-1,-1,-2,-0.6
O=C(NNC(=O)C1CC(c2cccs2)=NO1)Nc1ccccc1 (stereo unspecified),-2,3,-2,5,1,2,-2,-3,1,0.2
COc1ccc(C(=O)Nc2ccc(S(=O)(=O)Nc3cc(C)nc(C)n3)cc2)c(OC)c1,-2,1,-2,-5,3,0,-9,13,21*,-1.1
COc1ccc(C2=NS(=O)(=O)N(C)C(C(=O)NC3CCCC3)=C2)cc1OC,-2,3,11,-8,-1,1,-4,1,1,-1.1
CCn1c(SCC(=O)NC2=NCCS2)nnc1C(C)NC(=O)c1ccc(Cl)cc1 (stereo unspecified),3,4,6,-1,0,0,2,-4,0,-0.9
Cc1ccc(CNc2nc3ccccc3s2)s1,2,-5,-2,1,-1,-18,8,1,-2,0.5
CCOCC(O)CNC(=O)c1ccc(OC2CCN(C(=O)c3cccnc3)CC2)cc1 (stereo unspecified),5,1,0,-2,1,10,0,-7,-2,2.1
Cn1ccnc1CC(C)(O)c1ccccc1 (stereo unspecified),0,-6,-6,0,1,9,-4,1,-6,-0.9
C[C@H](CO)N1C[C@H](C)[C@H](CN(C)S(=O)(=O)c2ccc(F)cc2)Oc2ncc(Br)cc2C1=O,-2,-1,-3,13,-1,2,8,4,-1,-0.8
CN1CCC(N(C)CC(=O)Nc2ccc3c(c2)OC(F)(F)O3)CC1,-1,1,2,14,2,15,-3,-1,5,1.0
CC1(C)Cc2ccccc2-c2[nH]c(=S)[nH]c(=O)c21,3,-5,2,-2,2,-3,-4,1,7,35*
CCN1CCN(c2ncc3c(n2)CC(c2cc(OC)c(OC)c(OC)c2)CC3=O)CC1 (stereo unspecified),0,3,-7,1,-1,6,-3,-10,0,1.1
COc1ccc(Cl)cc1-c1nc(SCC(=O)NC(C)C(C)C)n[nH]1 (stereo unspecified),5,-7,4,-5,0,10,5,0,0,-1.4
CCN(C(=O)COC(=O)CCC(=O)c1cccs1)C1CCCCC1,9,-2,11,0,0,7,-1,-2,-5,-0.2
CN(C)c1ccc(-c2nnc(-c3cccnc3)o2)cc1,-4,-5,3,2,-2,14,1,2,1,-2.0
O=C(O)c1cc2ccc(O)cc2oc1=O,0,-2,-10,2,0,5,-1,0,2,1.8
COc1ccc(N(CC(=O)NCCc2ccc(C)cc2)S(=O)(=O)c2c(C)noc2C)cc1,2,-2,0,-1,0,-4,2,-6,-3,-0.8
COc1cc2nc(CC(C)C)n(NC(=O)c3ccccc3)c(=O)c2cc1OC,0,-3,5,-2,1,-1,3,-1,-3,-0.7

(more compounds)
compound,LEDGF integ inh,MBD2 inh,Rev-erbA mod,mABHD4 FP,UHRF1 MBD2 ctr,HTRA1 inhibitor,TCR-CD3 inh,rCAG binder,PRMT1 FP inh,PG9 binder
Cc1ccc(Cn2cnc3ccccc32)cc1C,-3,3,9,9,1,2,-7,-3,-1,-0.1
Cc1cc(N2CCOCC2)nc2ccc(NC(=S)N3CCN(c4ccccc4)CC3)cc12,0,-1,6,10,0,7,2,7,0,-0.8
COc1ccc(CCNC(=O)CSc2nnc3ccc(-c4ccncc4)nn23)cc1,-4,1,2,2,-1,-2,-3,1,2,-1.5
Cc1cc(Cl)ccc1C(=O)C1CCCN(C(=O)c2ccsc2)C1 (stereo unspecified),2,2,5,0,-2,-11,-1,-6,-1,-2.9
CCC(=O)Nc1c(C)nn(C(=O)CC)c1C,-1,2,4,-10,2,3,-7,0,-1,-1.6
O=C1CCC(=O)N1N1C(=O)C2C3c4ccccc4C(c4ccccc43)C2C1=O (stereo unspecified),5,0,2,4,0,0,-1,-6,-4,0.1
COc1ccc(/C=C(\C#N)C(=O)Nc2cc(S(=O)(=O)N3CCOCC3)ccc2N2CCCC2)cc1,0,-3,1,10,1,-9,8,6,0,-0.6
CCOC(=O)c1sc(Nc2nc3c(OC)cccc3s2)nc1C,-1,2,4,-10,6,-9,-9,19,0,4.8
Cn1c(=O)c([N+](=O)[O-])c(N2CCN(Cc3ccc4c(c3)OCO4)CC2)c2ccccc21,1,-1,-1,4,1,-7,0,-2,-2,-2.4
O=C(NC(=S)Nc1nc(-c2ccccc2)cs1)c1ccco1,3,-8,-4,1,0,-25,3,14,-1,-2.0
Cc1cc(C)n2c(Nc3ccc4c(c3)OCCO4)c(-c3ccc(C)o3)nc2n1,24*,16*,-36,17,26*,3,9,23,31*,-2.7
O=C(NCCCn1ccnc1)C(=O)NCC1OCCCN1S(=O)(=O)c1ccc(F)cc1 (stereo unspecified),-5,-1,5,-1,3,-5,-5,-4,2,-1.3
Cc1oc2cc(O)ccc2c(=O)c1Oc1ccc2ccccc2c1,0,1,-1,-13,0,-1,0,17,0,1.6
CSCCC(NC(=O)c1cc([N+](=O)[O-])ccc1Cl)C(=O)O (stereo unspecified),-1,-4,-4,-4,-6,5,5,-2,2,-4.2
CCOc1ccc(C(=O)NCc2ccccc2)cc1Br,1,-1,-5,4,1,-17,4,-3,-1,-1.6
O=C(c1ccc(Cl)cc1Cl)N1CCN(c2ccc(N3CCOCC3)nn2)CC1,0,-1,-3,6,-1,-4,-3,-3,1,1.7
CCCCCCNc1c([N+](=O)[O-])cc(C)cc1[N+](=O)[O-],0,-5,-1,-2,-2,-4,3,1,-3,-0.1
CC(Sc1ccc2c(c1)OCCO2)C(=O)Nc1ccc2c(c1)OCO2 (stereo unspecified),-2,-5,-4,-1,0,1,-5,-2,2,1.3
COc1ccccc1NC(=O)Nc1cc(C(C)C)ccc1C,1,-2,0,-5,0,-7,-2,2,0,-1.2

Whole records, quoted from the list. Values in the order: LEDGF integ inh, MBD2 inh, Rev-erbA mod, mABHD4 FP, UHRF1 MBD2 ctr, HTRA1 inhibitor, TCR-CD3 inh, rCAG binder, PRMT1 FP inh, PG9 binder
Results for CCn1nc(NS(=O)(=O)c2ccccc2)c2cc3cccc(C)c3nc21 → 0, -2, 6, 4, 3, -7, 2, 41*, -4, -0.8
Results for O=C(COC(=O)CNC(=O)c1ccc(Br)cc1)NCCC1=CCCCC1 → -1, -6, ., -5, 2, -5, 4, -2, 1, 0.9
Results for COc1cc(/C=N/NC(=O)c2ccncc2)ccc1OCc1cnc(Cl)s1 → 6, 0, -1, 1, -4, -21, 1, -3, -1, 0.8
